Screening results as filed in PubChem BioAssay.
JMJD2E inh – qHTS Assay for Inhibitors of Human Jumonji Domain Containing 2E (JMJD2E) | Potency, µM (series often up to 57.1 µM), for inactives: at the top dose activity change, negative = inhibition, usual class: inhibitors | AID 2147, 2009 | Lysine-specific demethylase 4E (Homo sapiens), B2RXH2 | JMJD2E catalytic domain, FDH-coupled NADH fluorescence (FDH is formaldehyde dehydrogenase) | 230,000 tested, 1.6% active; active = well fitted inhibition curve with a large enough effect, not every such curve was filed as active; inconclusive = small, poorly fitted or top-dose-only effect, or another doubt; inactive = no such curve, though single readings can be large or run the other way;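 note: 0% = wells with enzyme and -100% = buffer wells without enzyme; nearly all actives have a fitted effect of over 50% in size; many of its hits are not listed in these tables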
Target sequence (B2RXH2 1-337 limits assumed): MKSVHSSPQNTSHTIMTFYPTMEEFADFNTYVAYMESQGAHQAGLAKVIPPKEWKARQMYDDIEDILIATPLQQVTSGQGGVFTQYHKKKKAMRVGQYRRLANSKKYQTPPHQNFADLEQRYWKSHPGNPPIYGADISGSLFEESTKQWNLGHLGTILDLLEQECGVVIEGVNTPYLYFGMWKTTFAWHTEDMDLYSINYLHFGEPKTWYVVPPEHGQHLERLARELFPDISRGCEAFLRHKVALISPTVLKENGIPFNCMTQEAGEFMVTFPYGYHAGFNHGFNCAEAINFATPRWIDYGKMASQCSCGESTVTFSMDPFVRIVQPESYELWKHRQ
Lamin A splicing – qHTS Assay for Modulators of Lamin A Splicing; HeLa LMNA splicing GFP/RFP minigene ratio, 48 h; Potency, µM (top dose mostly 46.1 µM), for inactives: at the top dose ratio change, negative = inhibition, most hits filed as inhibitors; 200,000 tested, 0.01% active; AID 1487, 2009; active = well fitted inhibition curve with a large enough effect in the signal ratio, with a control signal flat, not every such curve was filed as active; inconclusive = small, poorly fitted or top-dose-only effect, or effect the other way, or a change in a side signal; the % refers to the signal ratio; note: % is set by controls: 0 for no effect and ±100 for the full control effect
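S3 HeLa cells stably expressing lamin A-EGFP splicing minigene plus DsRed2, 600 cells/well, 48 h compound exposure at 37C. Laser-scanning cytometry; analysed as GFP (500-530 nm)/RFP (575-640 nm) total intensity ratio; 0.5% DMSO vehicle.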
RECQ1 helicase – qHTS Assay for Inhibitors of RecQ-Like Dna Helicase 1 (RECQ1). Potency, µM (series often up to 57.3 µM), without a hit: top-dose activity, negative = inhibition, actives largely listed as inhibitors. AID 2549, 2010. RECQ1 DNA unwinding, red fluorescence kinetic read. 240,000 tested, 0.54% active. ATP-dependent DNA helicase Q1 (Homo sapiens), P46063;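 note: plate controls were vehicle for no effect and no enzyme for full effect; nearly all actives have a fitted effect of over 30% in size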
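50 nM RECQ1T1 preincubated 15 min with compound in Tris pH 8.0 buffer with MgCl2, DTT, Tween-20 and 2.5 ug/ml poly(dI-dC); started with 200 nM TAMRA/BHQ-2 forked duplex and 2 mM ATP. Unwinding read as fluorescence (525/598 nm), two reads 2 h apart.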
L3MBTL1 block – qHTS Assay for the Inhibitors of L3MBTL1. Lethal(3)malignant brain tumor-like protein 1 (Homo sapiens), Q9Y468. AlphaScreen L3MBTL1–H3K9me1 peptide binding. Potency, µM (series often up to 57.1 µM), without a hit: top-dose activity, negative = inhibition, most hits filed as inhibitors. 230,000 tested, 0.66% active. AID 485360, 2010; note: % is set by controls: 0 for no effect and ±100 for the full control effect; nearly all actives have a fitted effect of over 60% in size
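Read-out is AlphaScreen signal from streptavidin donor and nickel chelate acceptor beads (10 ug/mL final each) bridging L3MBTL1 (50 nM) and biotinylated K9-monomethylated H3(1-15) peptide (75 nM), after 30 min compound exposure at room temperature.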
ALDH1A1 block – qHTS Assay for Inhibitors of Aldehyde Dehydrogenase 1 (ALDH1A1); 220,000 tested, 7.3% active; Potency, µM (titrated, usually from 75.3 µM), without a hit: at the top dose activity, negative = inhibition, actives largely listed as inhibitors; Purified ALDH1A1, NADH fluorescence, propionaldehyde substrate; active = well fitted inhibition curve with a large enough effect, not every such curve was filed as active; inconclusive = small, poorly fitted or top-dose-only effect, or another doubt; inactive = no such curve, though single readings can be large or run the other way;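 note: plate controls were no enzyme wells and a reference inhibitor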
SMN2 splice up – qHTS Assay for Enhancers of SMN2 Splice Variant Expression. Potency, µM (doses to about 46.1 µM), without a hit: at the highest dose activity change, positive = activation, usual class: activators. HEK293 SMN2-luciferase splicing reporter, luminescence, 30-36 h. 210,000 tested, 2.8% active; note: % of control where 0% means no effect; nearly all actives have a fitted effect of over 55% in size
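HEK293 cells carry an SMN2 […]–luciferase reporter in which exon 7 inclusion puts luciferase in frame. Cells were plated 10-12 h before compound addition, then incubated 30-36 h at 37C. ONE-Glo luminescence was read; sodium butyrate at 4.5 mM final served as control.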
KinaseGlo FLuc – Counterscreen for Luciferase (Kinase-Glo TM) Inhibition; Luciferin 4-monooxygenase (Photuris pensylvanica), Q27757; Kinase-Glo luciferase, ATP luminescence, 8 min; Potency, µM (top dose mostly 38.3 µM), inactives show top-dose activity change, negative = inhibition, usual class: inhibitors; 200,000 tested, 0.28% active; AID 1379, 2008; note: % is set by controls: 0 for no effect and ±100 for the full control effect; nearly all actives have a fitted effect of over 60% in size
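Kinase-Glo luciferase light output from ATP and luciferin was measured with 10 uM ATP, within the enzyme's linear range. Buffer: 50 mM imidazole pH 7.2, 50 mM KCl, 7 mM MgCl2, 0.01% Tween 20, 0.05% BSA; luminescence read after 8 min at ambient temperature.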
Tau fibril ThT – qHTS for Inhibitors of Tau Fibril Formation, Thioflavin T Binding. Microtubule-associated protein tau (Homo sapiens), P10636. recombinant tau K18 P301L (four-repeat tau fragment), heparin-induced fibrillization, ThT fluorescence. Potency, µM (highest dose often 57.4 µM), inactives show at the top dose activity, negative = inhibition, most hits filed as inhibitors. 270,000 tested, 2.1% active. AID 1460, 2008; note: % is set by controls: 0 for no effect and ±100 for the full control effect; nearly all actives have a fitted effect of over 55% in size
Target sequence (P10636 561-689 P618L limits assumed): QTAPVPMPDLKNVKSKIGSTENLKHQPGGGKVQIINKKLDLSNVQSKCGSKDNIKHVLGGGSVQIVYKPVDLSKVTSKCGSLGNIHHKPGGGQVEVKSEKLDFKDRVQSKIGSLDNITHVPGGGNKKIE
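In this qHTS, human K18 P301L tau is incubated with compound and heparin for 6 hr at 37 C, and Thioflavin T fluorescence then reports fibril load.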
* marks the source's active call; other numbers are inactive results; i = inactive; ? = inconclusive; nt = not tested or not shown; [ ] = remark or other dose. Unless noted, calls come from the whole dose curve; as a rule, active = well fitted curve in the direction sought with a large enough effect; inconclusive = small, poorly fitted or top-dose-only effect, or another doubt; inactive = no such curve, though single readings can be large; an effect the other way counts as inactive or inconclusive. Potency is the fitted concentration of half-maximal effect. The list is partial; count on the stated rates, not on these rows.

cpd	Structure	JMJD2E inh	Lamin A splicing	RECQ1 helicase	L3MBTL1 block
1	COc1ccc(C2=NO[C@@H]3C(=O)N(Cc4ccccc4)C(=O)[C@H]23)c(OC)c1	-10%	nt	-1%	-9%
2	COc1cc2c(C(=O)NC3CCCCCC3)cn(C)c(=O)c2cc1OC	5%	6%	-1%	1%
3	CC1Cc2ccccc2N1Cc1nc2scc(-c3cccs3)c2c(=O)[nH]1 (stereo unspecified)	5%	12%	i	-1%
4	Cc1cccc(-n2c(C)n[nH]c2=S)c1	-8%	11%[0.0737 µM]	-9%	6%
5	O=C(CSc1ncn[nH]1)NCCCc1ccccc1	-9%	10%	i	nt
6	Clc1ccc2nc(CSc3nnc4ccccn34)cn2c1	?	2%	-2%	3%
7	Cc1nc2ncnn2c(N2CCCC(C(=O)Nc3ccccc3Br)C2)c1C (stereo unspecified)	-2%	7%[46 µM]	-10%	nt
8	CCOc1ccccc1C(=O)Nc1nnc(SCC(=O)Nc2cc(C)on2)s1	?	nt	i	13%
9	CC(C)(C)c1ccc(NS(=O)(=O)c2ccc(N)cc2)cc1	-3%	nt	-6%	-8%
10	Cc1ccccc1C(C(=O)NC1CCCCC1)N(C(=O)c1ccccn1)c1cccnc1 (stereo unspecified)	-1%	nt	-7%	13%

cpd	ALDH1A1 block	SMN2 splice up	KinaseGlo FLuc	Tau fibril ThT
1	nt	nt	nt	-2%
2	?	6%	0%	2%
3	-3%	8%	-2%	-15%
4	4%	13%	-1%	-4%
5	4%	1%	4%	-6%
6	?	10µM*	-12%	-12%
7	?	-72%[inhibitor]	-1%	-3%
8	?	3%	0%	9%
9	-12%[13.5 µM]	-12%[9.22 µM]	-4%[7.66 µM]	-8%
10	7%	nt	-2%	-6%

(more compounds)
cpd	Structure	JMJD2E inh	Lamin A splicing	RECQ1 helicase	L3MBTL1 block
11	O=[N+]([O-])c1cc(C(F)(F)F)ccc1NCCc1c[nH]c2ccc(O)cc12	-2%	?	-8%	-23%
12	COC(=O)CN(c1nc(C)cc(OC)n1)S(=O)(=O)c1ccc(C)cc1	-1%	4%	-4%	8%
13	COc1ccc(N2CCN(C(c3cccs3)C(C)NS(C)(=O)=O)CC2)cc1 (stereo unspecified)	5%	0%[9.22 µM]	-3%	nt
14	Cc1nn(CC#N)c(=O)n1-c1ccc(F)cc1	-4%	1%	-9%	nt
15	Cc1nc2ncnn2c(C)c1CCC(=O)N1CCN(c2ccccn2)CC1	?	10%	-11%	nt
16	Nc1cc(=O)[nH]c(SCc2nc3ccccc3n2Cc2ccccc2)n1	7%	1%	-6%	2%
17	COc1ccccc1-n1cnc2cc(NCc3ccco3)ccc21	-5%	?	-13%	-11%
18	COc1ccc(S(=O)(=O)NN=C2CCCC2)cc1	19%	7%[0.0737 µM]	-1%	4%
19	COc1ccc(N2C(=O)CC(N3CCC(C(N)=O)CC3)C2=O)cc1 (stereo unspecified)	5%	-7%	-2%	1%
20	Cc1ccc(C(C)C)c2oc(=O)cc(-c3ccc(-c4ccc(C(F)(F)F)cc4)cc3)c12	nt	nt	i	-5%

cpd	ALDH1A1 block	SMN2 splice up	KinaseGlo FLuc	Tau fibril ThT
11	0%	-16%	7%	18µM*
12	0%	-8%	1%	-10%
13	3%	-10%	4%	-8%
14	7%	10%	14%	-11%
15	-5%	3%	0%	4%
16	1%	-2%	1%	2%
17	?	7%	0%	-11%
18	?	-14%	0%	-5%
19	7.9µM*	16%	1%	-9%
20	6%	nt	6%[39.9 µM]	-13%[81.4 µM]

Exported as tab-separated lines: entries from further up.
#	SMILES	JMJD2E inh	Lamin A splicing	RECQ1 helicase	L3MBTL1 block	ALDH1A1 block	SMN2 splice up	KinaseGlo FLuc	Tau fibril ThT
10	Cc1ccccc1C(C(=O)NC1CCCCC1)N(C(=O)c1ccccn1)c1cccnc1 (stereo unspecified)	-1%	nt	-7%	13%	7%	nt	-2%	-6%
11	O=[N+]([O-])c1cc(C(F)(F)F)ccc1NCCc1c[nH]c2ccc(O)cc12	-2%	?	-8%	-23%	0%	-16%	7%	18µM*
12	COC(=O)CN(c1nc(C)cc(OC)n1)S(=O)(=O)c1ccc(C)cc1	-1%	4%	-4%	8%	0%	-8%	1%	-10%
13	COc1ccc(N2CCN(C(c3cccs3)C(C)NS(C)(=O)=O)CC2)cc1 (stereo unspecified)	5%	0%[9.22 µM]	-3%	nt	3%	-10%	4%	-8%
14	Cc1nn(CC#N)c(=O)n1-c1ccc(F)cc1	-4%	1%	-9%	nt	7%	10%	14%	-11%
15	Cc1nc2ncnn2c(C)c1CCC(=O)N1CCN(c2ccccn2)CC1	?	10%	-11%	nt	-5%	3%	0%	4%
16	Nc1cc(=O)[nH]c(SCc2nc3ccccc3n2Cc2ccccc2)n1	7%	1%	-6%	2%	1%	-2%	1%	2%
17	COc1ccccc1-n1cnc2cc(NCc3ccco3)ccc21	-5%	?	-13%	-11%	?	7%	0%	-11%
18	COc1ccc(S(=O)(=O)NN=C2CCCC2)cc1	19%	7%[0.0737 µM]	-1%	4%	?	-14%	0%	-5%
19	COc1ccc(N2C(=O)CC(N3CCC(C(N)=O)CC3)C2=O)cc1 (stereo unspecified)	5%	-7%	-2%	1%	7.9µM*	16%	1%	-9%
20	Cc1ccc(C(C)C)c2oc(=O)cc(-c3ccc(-c4ccc(C(F)(F)F)cc4)cc3)c12	nt	nt	i	-5%	6%	nt	6%[39.9 µM]	-13%[81.4 µM]

Continuation.
cpd	Structure	JMJD2E inh	Lamin A splicing	RECQ1 helicase	L3MBTL1 block
21	Cc1nc2ccccn2c1C(=O)CSc1cccc(Cl)c1	-3%	3%[9.22 µM]	-5%	19%
22	CCn1c(COc2ccc(Cl)cc2)nnc1SCc1nc2ccccc2[nH]1	1%	24%	-4%	-2%
23	O=c1c2cc3c(cc2[nH]c(=S)n1Cc1ccco1)OCO3	3%	3%	i	-1%
24	CNC(=O)NC(=O)COC(=O)CCCSc1nc2ccccc2s1	1%	-1%	-5%	3%

cpd	ALDH1A1 block	SMN2 splice up	KinaseGlo FLuc	Tau fibril ThT
21	-7%	-17%	1%	?
22	-1%	-53%[inhibitor]	-6%	-3%
23	?	nt	nt	-19%
24	-2%	-18%	11%	-6%

One compound at a time, as listed above. Order of screens: JMJD2E inh | Lamin A splicing | RECQ1 helicase | L3MBTL1 block | ALDH1A1 block | SMN2 splice up | KinaseGlo FLuc | Tau fibril ThT
Record of O=c1c2cc3c(cc2[nH]c(=S)n1Cc1ccco1)OCO3 : 3% | 3% | i | -1% | ? | nt | nt | -19%
Record of CNC(=O)NC(=O)COC(=O)CCCSc1nc2ccccc2s1 : 1% | -1% | -5% | 3% | -2% | -18% | 11% | -6%
